High-throughput results (PubChem)
Rev-erbA mod = Rev-erb alpha (human) modulation; P20393; Rev-erbα–FITC-DNA binding, fluorescence polarization, 90 min; activity, % at 10 µM; 0.79% of 370,000 active; AID 1259318;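 active means activity above about 14%, limit read from the data; passing the limit was not always enough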;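 further: 0% = DMSO wells with 35 nM protein and 100% = DMSO wells with 750 nM protein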
PG9 Ab binder = PG9 antibody binding by small molecule; TR-FRET gp120-PG9 antibody binding; inhibition, % at 6.7 µM; 0.43% of 360,000 active; in the data active means inhibition above about 8.5%
HTRA1 inhibitor = inhibitors of human serine peptidase HTRA1. Q92743. 0.5% of 340,000 active. recombinant HTRA1, FP-rhodamine activity-based probe, fluorescence polarization. inhibition, % at 5.96 µM. AID 504803; in the data active means inhibition above about 36%;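 further: 0% = enzyme with DMSO and 100% = wells lacking enzyme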
Target sequence (Q92743 whole entry, looked up): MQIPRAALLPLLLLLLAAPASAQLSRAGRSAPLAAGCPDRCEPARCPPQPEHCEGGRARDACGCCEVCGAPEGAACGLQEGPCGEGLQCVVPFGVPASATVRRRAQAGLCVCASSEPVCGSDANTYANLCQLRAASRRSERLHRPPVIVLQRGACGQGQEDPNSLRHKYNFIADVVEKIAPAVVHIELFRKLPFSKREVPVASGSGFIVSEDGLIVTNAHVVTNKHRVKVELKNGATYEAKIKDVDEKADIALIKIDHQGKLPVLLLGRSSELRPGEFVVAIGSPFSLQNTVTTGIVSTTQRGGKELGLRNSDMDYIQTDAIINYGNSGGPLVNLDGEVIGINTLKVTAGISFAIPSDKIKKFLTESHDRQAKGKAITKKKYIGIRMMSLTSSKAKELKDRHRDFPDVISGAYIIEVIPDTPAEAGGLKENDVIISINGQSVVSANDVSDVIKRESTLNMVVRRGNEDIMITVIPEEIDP
NPR2 activator = GC-B (human) receptor activation; HEK293-GC-B cells, CNP EC30, cGMP TR-FRET; 0% at EC30 CNP, 100% saturating CNP; activation, % at 10 µM; 0.11% of 370,000 active; P20594;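 active means activation at 10 µM reaching about 35% in either raw or pattern-adjusted values, limit read from the data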
SMARCA2 act = activators of SMARCA2 function | MG213 cells, MMTV-luciferase reporter, dexamethasone, overnight | activation, % at 9.1 µM | 1% of 370,000 active; in the data active means activation above about 7.8%;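 further: 0% = vehicle wells and 100% = reference activator wells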
rCAG binder = r(CAG) repeat RNA binding; TO-PRO-1 dye displacement fluorescence; inhibition, % at 3 µM; 1.3% of 370,000 active; AID 651821;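 active means inhibition above the plate cutoff, the mean of all test compounds on that plate plus 3 SD, cut at about 35% in these data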;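 further: 0% = DMSO alone and 100% = 100 µM mitoxantrone as full dye displacement; higher means more dye released from RNA so lower well fluorescence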
NPR1 activator = GC-A (human) enzyme activation | P16066 | HEK293 GC-A cells, cGMP TR-FRET, EC30 ANP; 0% at EC30 ANP, 100% saturating ANP | activation, % at 10 µM | 0.14% of 370,000 active | AID 1671463; in the data active means activation above about 40%
mABHD4 FP = inhibits mouse alpha/beta hydrolase domain 4; Q8VD66; purified mABHD4, FP-Rh probe fluorescence polarization; inhibition, % at 8.92 µM; 0.54% of 370,000 active; AID 720543;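 active means inhibition exceeding the mean over every tested compound plus 3 SD, cut at about 30% in these data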;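 further: 0% = plate median of compound wells and 100% = S159A mutant with DMSO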
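Material: mouse ABHD4 enzyme, wild type; Benchmarks: S159A mutant high control, sample median low control; Buffer or medium: HEPES pH 7.0, NaCl, Pluronic buffer; Signal: fluorescence polarization; Read-out: percent inhibition of probe binding, normalized to plate controls; Timing: pre-incubation 45 min, probe exposure 60 min, at 25 °C; Dosing: 8.92 µM, single dose.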
ARFGAP1 inh = inhibitors of rat ARFGAP1; 0.26% of 360,000 active; Arfgap1-stimulated ARF1 GTP hydrolysis, GDP FP detection; Q62848; inhibition, % at 16.5 µM;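 active means inhibition above a per-plate limit, mean inhibition of low control wells plus 3 SD, cut at about 25% in these data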;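 further: 0% = DMSO wells with enzyme and 100% = wells lacking Arfgap1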
Target sequence (Q62848 1-136 limits assumed): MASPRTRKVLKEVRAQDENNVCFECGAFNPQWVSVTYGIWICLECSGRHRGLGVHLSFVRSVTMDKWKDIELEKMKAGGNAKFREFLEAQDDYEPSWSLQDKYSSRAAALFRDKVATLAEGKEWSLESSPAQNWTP
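Assay system: purified rat His6-Arfgap1 residues 1-136 (GAP domain); Reagent: human Δ17 ARF1 bound to GTP; Dosing: 16.5 µM single point, 1.26% DMSO; Times: GTP hydrolysis reaction 2 h at 25 °C; Signal: FP, GDP Alexa 633 tracer displaced from anti-GDP antibody, 620/688 nm; Measure: % inhibition from polarization.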
ASAP1 GAP inh = inhibitors of human ASAP1 ArfGAP activity; Q9ULH1; ASAP1-stimulated ARF1 GTP hydrolysis, GDP FP detection; inhibition, % at 16.5 µM; 0.19% of 360,000 active; in the data active means inhibition above about 25%;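 further: 0% = vehicle with enzyme and substrate and 100% = no enzyme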
Target sequence (Q9ULH1 325-724 limits assumed): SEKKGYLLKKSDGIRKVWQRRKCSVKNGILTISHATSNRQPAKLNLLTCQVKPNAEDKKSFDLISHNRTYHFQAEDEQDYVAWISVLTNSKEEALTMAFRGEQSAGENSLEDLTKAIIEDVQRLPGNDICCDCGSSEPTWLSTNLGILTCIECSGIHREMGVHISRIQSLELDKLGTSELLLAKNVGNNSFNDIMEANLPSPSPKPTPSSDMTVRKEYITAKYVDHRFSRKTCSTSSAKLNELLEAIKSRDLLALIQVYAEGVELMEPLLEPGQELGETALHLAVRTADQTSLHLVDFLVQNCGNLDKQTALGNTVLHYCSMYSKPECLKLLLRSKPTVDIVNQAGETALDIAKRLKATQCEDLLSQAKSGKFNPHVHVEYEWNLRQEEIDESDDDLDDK
Active calls of the source: *; x = not tested or not shown.

SMILES | Rev-erbA mod | PG9 Ab binder | HTRA1 inhibitor | NPR2 activator | SMARCA2 act | rCAG binder | NPR1 activator | mABHD4 FP | ARFGAP1 inh | ASAP1 GAP inh
COc1ccccc1C(=O)N=C1SC2CS(=O)(=O)CC2N1c1ccccc1 (configuration not stated) | 0 | 0.0 | 3 | -1 | -3 | 1 | -1 | 4 | 9 | -1
CSCCC(C(=O)NC1CCCC1)n1c(C2CC2)nc2ccccc21 (configuration not stated) | 0 | -0.4 | x | -3 | -5 | 0 | -9 | 1 | 2 | -9
CCN(CC)C(=O)CC[C@H]1CC[C@]2(CCCN(C(=O)c3cccnc3)C2)O1 | 1 | x | x | -6 | 1 | 0 | 8 | 7 | x | x
O=C(N[C@@H](Cc1ccc(O)cc1)C(=O)O)c1ccncc1 | 2 | -0.9 | -4 | 8 | -1 | 2 | -3 | -4 | 6 | 3
COc1ccc(CCNC(=O)Cn2nnc(C(=O)Nc3ccc(Br)cc3)c2N)cc1OC | 2 | -1.7 | -8 | -2 | 0 | 12 | 29 | -11 | 14 | -7
C=CCN1C(=O)[C@]2(c3ccccc31)C1CCCC=C1C(C#N)=C(N)C2(C#N)C#N (some centres not stated) | 2 | 1.4 | -9 | -10 | 0 | 0 | -18 | 5 | -13 | 6
COC(=O)C1=C(C)N(Cc2ccccc2)C(=NCc2ccc3c(c2)OCO3)N[C@H]1c1ccccc1 | 5 | 1.1 | -2 | -13 | -1 | 16 | -9 | 5 | -5 | -3
CCOC(=O)C1=CC[C@H]2c3c(c4ccccc4n3C)C(=O)C1N2C | -6 | -0.3 | 4 | -3 | 1 | -1 | 2 | -1 | -1 | 6
O=C(CSc1nc2sc3c(c2c(=O)n1-c1ccccc1)CCCC3)NCc1ccco1 | 12 | 0.2 | 1 | 0 | -1 | 5 | -1 | 4 | 4 | 14
COC(=O)c1ccccc1C(=O)c1ccc2c(c1)NC(=O)CO2 | 1 | 1.0 | 6 | -6 | -2 | 0 | -1 | 7 | 7 | 6
O=C1CCN(c2ccccc2)N1 | -3 | -0.2 | 5 | 5 | -4 | 3 | -2 | -3 | -2 | 2
CCOC(=O)C1=CN(Cc2ccc(Br)cc2)S(=O)(=O)NC1C (configuration not stated) | 0 | -0.7 | -5 | -2 | 2 | 2 | -3 | -17 | 16 | 0
COc1cc(CN2CCCC(C(=O)N3CCc4ccccc4C3)C2)cc(OC)c1OC (configuration not stated) | -4 | 1.7 | -2 | -3 | -3 | -6 | -1 | 12 | 17 | -5
CCOC(=O)N1CCN(C(=O)COc2ccc3oc4c(c3c2)CCCC4)CC1 | -3 | -0.3 | -9 | -3 | -1 | 8 | -2 | -2 | -7 | 13
CC(=O)OC12CC3CC(C1)C(=NO)C(C3)C2 | -2 | -1.1 | 4 | -3 | -3 | -4 | 0 | 0 | -4 | -7
CC(=O)Nc1ccc(S(=O)(=O)NCC2CCC(C(=O)N3CCCCCC3)CC2)cc1 (configuration not stated) | -1 | 1.3 | 0 | 2 | -5 | -3 | -3 | -8 | -6 | 8
Cn1c(=O)c(=O)n(C)c2cc(N3CCOCC3)c(NS(=O)(=O)c3ccc(F)c(Cl)c3)cc21 | -2 | 0.2 | 9 | 0 | 0 | 5 | 2 | 8 | -2 | 0
CC(=O)c1ccc(NC(=S)Nc2cccc(Cl)c2C)cc1 | 0 | 0.6 | 3 | 1 | -1 | 1 | 4 | 3 | 7 | -4
CCN(CC)S(=O)(=O)c1ccc(OC)c(NC(=O)CCc2c(C)noc2C)c1 | 2 | -0.2 | -5 | 4 | 0 | -1 | 4 | 3 | -15 | 10
O=C1C=C(N2CCOCC2)CO1 | -2 | 0.3 | -1 | 2 | 2 | -1 | 0 | 3 | -4 | -7
COc1ccc(C2=NN(C(=O)CSc3nc(=O)n4ccc(C)cc4n3)C(c3ccc(C)cc3)C2)cc1 (configuration not stated) | 38* | -0.1 | -9 | 6 | -1 | 5 | 1 | -1 | -4 | -2
CCCC1CCC2(CC1)CCC2OC(=S)Nc1ccc(N(C)C)cc1 (configuration not stated) | -5 | x | x | -3 | x | x | -3 | 14 | x | x
O=C(C1CCCCN1S(=O)(=O)c1ccccc1[N+](=O)[O-])N1CCCCC1 (configuration not stated) | 2 | -0.8 | 0 | 1 | 4 | -5 | 1 | 3 | -9 | 8
CCOc1ccc(C2C3=C(CCCC3=O)OC(N)=C2[N+](=O)[O-])cc1 (configuration not stated) | -3 | -0.5 | 0 | 7 | 1 | 4 | -5 | 2 | -6 | 8
COc1ccccc1-n1cnnc1SCC(=O)NCC1CCCO1 (configuration not stated) | -2 | 0.0 | -3 | 2 | 0 | -3 | 0 | 3 | 6 | 5
COc1cc(C(=O)N2CC(=O)Nc3ccccc32)cc(OC)c1OC | 0 | 0.0 | 2 | -10 | 9.2* | 0 | -3 | 2 | 1 | -8
Cn1c(CCN2CCCCC2)nc2cc(NS(=O)(=O)c3ccc(F)cc3)ccc21 | -9 | -0.1 | 2 | 5 | 1 | 0 | 0 | 9 | 15 | 2
O=C1c2cccc3cccc(c23)C(=O)N1OS(=O)(=O)c1ccc(Cl)cc1 | 22* | -1.3 | 1 | -4 | -4 | 1 | -3 | 3 | 3 | -8
CC(=O)NNC(=O)c1csc(Cc2c(Cl)sc3ccc(Cl)cc23)n1 | 2 | 2.4 | 22 | -1 | -2 | -1 | -4 | -8 | 9 | 11
CC(CCc1ccco1)NC(=O)CCc1nnc2ccc(NCc3ccc(Cl)cc3)nn12 (configuration not stated) | -2 | -0.4 | -11 | -5 | 1 | -4 | -4 | -9 | 5 | 2
CN(C)c1ccnc2sc(C(=O)c3ccc(Br)cc3)c(N)c12 | -2 | -0.7 | -2 | -8 | 0 | -3 | -8 | -2 | 0 | 0
COc1ccccc1/C=C/C(=O)Nc1cccnc1Cl | -1 | -0.2 | -2 | -1 | 6 | -1 | -1 | 5 | -15 | 7
COc1ccc(CCNC(=O)CCCOc2cccc(C)c2C)cc1OC | 2 | -1.8 | 3 | -3 | -4 | -8 | 0 | 0 | 12 | 5
CCCCc1cc(=O)oc2cc(C)cc(OC(C)C(=O)NCc3cccnc3)c12 (configuration not stated) | 17 | -0.8 | -7 | -15 | -1 | -11 | -28 | 7 | -2 | -14
COc1cccc(C(=O)Nc2nnc(-c3cccs3)o2)c1 | 2 | -2.7 | 6 | -2 | 0 | 6 | -2 | 8 | -5 | -1
CCNC(=O)/C(C#N)=C/c1c(N2CCN(c3ccc(OC)cc3)CC2)nc2c(C)cccn2c1=O | -10 | 2.1 | 8 | 1 | 1 | 0 | 4 | -4 | -12 | -11
COc1ccc(N2C(=O)CC(NCc3cccs3)C2=O)cc1 (configuration not stated) | -2 | 2.1 | -2 | 4 | 0 | 2 | 3 | -4 | 3 | 9
COc1cc(CN2CCC(C(=O)NC(c3ccc(F)cc3)c3ncccc3C)CC2)cc(OC)c1 (configuration not stated) | -1 | -1.0 | x | -1 | -3 | 1 | -17 | 1 | 18 | -6
O=C(O)c1cccc(C(=O)O)c1Br | 8 | 0.5 | 2 | 6 | -1 | 4 | -1 | -9 | -5 | 1
CCN(CC)CC(=O)Nc1sc(C)cc1C(=O)c1ccc(C)cc1 | -1 | -0.2 | -14 | 9 | 0 | -2 | -4 | 1 | -2 | 5
CCN1CCN(c2ccc(S(=O)(=O)N3CCOCC3)cc2NC(=O)c2ccc(C)c(C)c2)CC1 | 2 | 1.6 | -1 | 2 | -2 | -4 | -1 | 1 | 5 | 3
O=C(OCc1ccc(Cl)cc1)c1cccnc1Cl | 5 | -0.7 | -8 | 8 | -1 | -4 | 5 | 4 | -7 | 5
OCc1ccccc1OCCCOc1cccc2cccnc12 | -5 | -1.7 | -5 | -4 | 3 | -6 | 1 | -7 | 4 | 13
CC(=O)Nc1cc2cc(NS(=O)(=O)c3ccc(C)cc3)ccc2oc1=O | 5 | -1.2 | x | -4 | -4 | -4 | 0 | -9 | 6 | 12
COc1ccc(Nc2nc(-c3c[nH]c4ccccc34)cs2)cc1 | 10 | -0.2 | 30 | -2 | 1 | 31 | 3 | -9 | 12 | 20
O=C(Nc1ccc(Cl)cc1)Nc1ccc(S(=O)(=O)Nc2ncccn2)cc1 | 0 | 2.3 | -28 | -3 | -3 | 13 | -1 | -17 | -13 | 8
Cc1ccc(S(=O)(=O)N2CCOCC2)cc1NC(=O)CSc1nnc2n1CCCCC2 | -3 | 0.2 | 4 | 3 | 0 | 4 | -1 | -4 | 10 | 8
Cc1cc(OCc2ccccc2)ccc1/C(O)=C1/C(=O)C(=O)N(Cc2cccnc2)C1c1ccncc1 (configuration not stated) | 9 | 8.4 | -3 | 12 | 0 | 12 | 10 | 1 | 7 | -15

Full records as entered above. Order of screens: Rev-erbA mod, PG9 Ab binder, HTRA1 inhibitor, NPR2 activator, SMARCA2 act, rCAG binder, NPR1 activator, mABHD4 FP, ARFGAP1 inh, ASAP1 GAP inh
Cc1cc(OCc2ccccc2)ccc1/C(O)=C1/C(=O)C(=O)N(Cc2cccnc2)C1c1ccncc1 (configuration not stated) across the screens: 9, 8.4, -3, 12, 0, 12, 10, 1, 7, -15
COc1cc(CN2CCC(C(=O)NC(c3ccc(F)cc3)c3ncccc3C)CC2)cc(OC)c1 (configuration not stated) across the screens: -1, -1.0, x, -1, -3, 1, -17, 1, 18, -6

Going on with the list:
SMILES | Rev-erbA mod | PG9 Ab binder | HTRA1 inhibitor | NPR2 activator | SMARCA2 act | rCAG binder | NPR1 activator | mABHD4 FP | ARFGAP1 inh | ASAP1 GAP inh
COC1OC(CO)C(O)C(O)C1O (configuration not stated) | -1 | -1.2 | -11 | 3 | 1 | 2 | 1 | 0 | -5 | 2
CCc1nc2ccc(C(=O)NCCCN(C)C)cn2c1N(CC)CCOC | 4 | -2.4 | x | -1 | 0 | 1 | 0 | -3 | 10 | -1
C=C(C)Cn1cnc2cc(C)c(C)cc21 | -4 | -0.2 | 5 | -4 | -1 | -1 | 1 | -2 | 7 | -2
O=C(CCC(=O)NNC(=O)Cc1ccccc1)NCc1ccccc1 | -4 | -0.7 | x | 6 | -2 | 2 | -1 | 4 | -9 | -7
Cc1ccc(S(=O)(=O)Cc2nnnn2-c2ccccc2)cc1 | 0 | -2.8 | 2 | 2 | -2 | -3 | 0 | -3 | -1 | 1
CC(=O)Oc1ccc(C(=O)Nc2cccc(C(=O)c3cccc(NC(=O)c4ccc(OC(C)=O)cc4)c3)c2)cc1 | -9 | -1.0 | 2 | 5 | 1 | 6 | 1 | -12 | 8 | 15
Cc1cccc(NC(=O)c2nc[nH]c2C(=O)Nc2ccccc2[N+](=O)[O-])c1 | 1 | -2.1 | 4 | -1 | 2 | 4 | 2 | -1 | -4 | 8
Cc1c(/C(O)=C2\C(=O)C(=O)N(CCN(C)C)C2c2cccs2)cnn1-c1ccccc1 (configuration not stated) | 19* | 7.3 | -3 | -1 | -1 | -1 | 1 | 8 | 17 | -13
CCCNc1nc(-c2cc(-c3ccc(Cl)cc3)on2)cc(C(C)C)n1 | 3 | -1.8 | -1 | 0 | 1 | 0 | -1 | 1 | 4 | 0
Cc1ccccc1NC(=O)CN1C(=O)c2ccccc2C1=O | -3 | 0.1 | 5 | 3 | -2 | 0 | -1 | -2 | -15 | -5
